PfG6PD inh = PfG6PD (Plasmodium falciparum) enzyme inhibition; PfGluPho enzyme, NADPH resazurin-diaphorase fluorescence; inhibition, % at 20 µM; hit rate 0.78% among 350,000; AID 504690;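 active = inhibition reaching at least a set limit at 20 µM in the primary screen, cut at about 59% in these data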;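 note: 0% = DMSO wells with substrate and 100% = DMSO wells lacking glucose-6-phosphate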
SENP6 block = SENP6 protease inhibition | Q9GZR1 | Recombinant SENP6 catalytic domain, aminoluciferin luminescence | inhibition, % at 10 µM | hit rate 1.8% among 330,000;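 active = inhibition above about 50% at the single tested dose, limit read from the data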;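 note: plate controls were DMSO wells with enzyme for no effect and DMSO wells lacking enzyme for full effect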
Target sequence (Q9GZR1 628-1112 limits assumed): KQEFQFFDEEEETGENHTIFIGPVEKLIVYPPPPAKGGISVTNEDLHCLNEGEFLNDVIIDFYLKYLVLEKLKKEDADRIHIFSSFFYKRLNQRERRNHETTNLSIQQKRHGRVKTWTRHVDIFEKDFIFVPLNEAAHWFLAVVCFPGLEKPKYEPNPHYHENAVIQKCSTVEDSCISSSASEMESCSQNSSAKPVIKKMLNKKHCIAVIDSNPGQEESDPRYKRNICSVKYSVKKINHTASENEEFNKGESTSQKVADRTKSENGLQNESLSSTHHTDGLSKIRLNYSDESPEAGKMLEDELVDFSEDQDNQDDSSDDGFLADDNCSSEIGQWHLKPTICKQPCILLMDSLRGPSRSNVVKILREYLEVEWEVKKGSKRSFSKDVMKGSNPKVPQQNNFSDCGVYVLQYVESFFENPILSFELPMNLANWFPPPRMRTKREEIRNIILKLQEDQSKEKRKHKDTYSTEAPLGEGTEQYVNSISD
UBC13 inh = human UBC13 polyubiquitination inhibition; P61088; UBC13 polyubiquitin chain formation, TR-FRET; inhibition, % at 20 µM; hit rate 0.47% among 330,000; AID 485273; in the data active = inhibition above about 45%, passing the limit was not always enough
Target sequence (P61088 whole entry, looked up): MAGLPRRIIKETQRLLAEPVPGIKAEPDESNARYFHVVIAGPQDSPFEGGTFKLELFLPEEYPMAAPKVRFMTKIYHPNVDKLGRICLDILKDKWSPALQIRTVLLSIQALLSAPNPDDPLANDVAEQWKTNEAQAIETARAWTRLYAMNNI
beta cell repl = inducers of beta-cell replication in MIN6 cells. MIN6 cells proliferation, ATPlite luminescence, 48 h; cells starved in 0.2% serum; 100% = growth in 10% serum. proliferation, % at 10 µM. hit rate 0.29% among 330,000. AID 2380;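 active = compounds whose signal lies at least 3.5 SD above the mean of all wells on their plate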;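 note: 0% = DMSO-treated cells in low-serum medium and 100% = 10% serum control; some compounds called inactive have numbers as strong as hits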
SENP8 block-1 = SENP8 (human) protease inhibition | Q96LD8 | recombinant SENP8, Nedd8 substrate fluorescence | inhibition, % at 20 µM | hit rate 0.64% among 360,000 | AID 602440; in the data active = inhibition mostly above about 40%, no sharp cut-off; inactive = mostly below about 27%
Target sequence (Q96LD8 whole entry, looked up): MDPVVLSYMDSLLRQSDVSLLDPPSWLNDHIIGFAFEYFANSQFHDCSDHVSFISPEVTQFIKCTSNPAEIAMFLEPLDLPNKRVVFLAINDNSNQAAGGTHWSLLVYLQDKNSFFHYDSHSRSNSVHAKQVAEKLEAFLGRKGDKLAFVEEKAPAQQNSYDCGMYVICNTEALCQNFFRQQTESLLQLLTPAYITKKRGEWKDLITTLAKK
SENP1 inh = inhibitors of human SENP1 SUMO protease catalytic domain; hit rate 0.21% among 360,000; Q9P0U3; recombinant SENP1 catalytic domain, CyPet-SUMO1-YPet FRET cleavage; inhibition, % at 10 µM;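 active = inhibition at least 30% at 10 µM, raw YFP signal under a set limit, fluorescence ratio 0.5 to 1.5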;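 note: 0% = enzyme with DMSO and 100% = no enzyme wells; some results filed as inactive read as strong as hits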
Target sequence (Q9P0U3 419-644 limits assumed): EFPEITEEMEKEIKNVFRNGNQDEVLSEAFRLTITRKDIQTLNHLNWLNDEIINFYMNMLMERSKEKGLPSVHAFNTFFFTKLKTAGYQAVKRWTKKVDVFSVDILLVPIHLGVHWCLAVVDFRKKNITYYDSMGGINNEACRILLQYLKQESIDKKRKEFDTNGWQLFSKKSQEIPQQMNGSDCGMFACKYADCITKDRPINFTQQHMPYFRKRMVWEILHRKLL
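Test system: hSENP1 catalytic domain, recombinant; Amount: 20 pM final SENP1 enzyme; Medium: Tris pH 8 buffer plus EDTA, NaCl, BME, BSA, NP40, catalase; Schedule: 50 min enzyme reaction, room temperature, light-protected; Technique: FRET fluorescence in CFP and YFP emission channels; Controls: no-enzyme wells low, DMSO-plus-enzyme wells high control.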
SENP8 block-2 = inhibitors of human SENP8 protease. purified SENP8, Z-RLRGG-aminoluciferin cleavage, luminescence. hit rate 1.2% among 330,000. AID 2540. Q96LD8. inhibition, % at 10 µM; in the data active = inhibition above about 50%
SENP7 block = blocks the human protease SENP7; AID 434973; hit rate 1.5% among 330,000; Q9BQF6; recombinant SENP7, Z-RLRGG-aminoluciferin luminescence, 40 min; inhibition, % at 5 µM;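 active = inhibition above about 50% at the single test dose, limit read from the data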;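 note: plate controls were DMSO with enzyme for no effect and no enzyme buffer wells for full effect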
HKDC1 inhibitor = blocks human hexokinase HKDC1 activity; Q2TB90; recombinant HKDC1, G6PDH/diaphorase resazurin coupled fluorescence; inhibition, % at 20 µM; hit rate 0.16% among 340,000;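 active = inhibition above about 35% when tested at 20 µM, limit read from the data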;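 note: plate controls were DMSO wells with enzyme for no effect and DMSO wells lacking enzyme for full effect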
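System: Recombinant HKDC1 hexokinase | Amount: HKDC1 at 5 µg/mL | Reagent: Glucose with 1 mM ATP | Doses: Single 20 µM dose | Incubation: Reaction time 90 min, room temperature, protected from light | Signal: Coupled resazurin fluorescence, excitation 525 nm, emission 613 nm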
The depositor's hits bear a star; x = no result given.

nr | SMILES | PfG6PD inh | SENP6 block | UBC13 inh | beta cell repl | SENP8 block-1
1 | Cc1cc2nnc(SCC(=O)NCC3CCCO3)n2c2ccccc12 (stereo not given) | -0.9 | -32.0 | -13.2 | -1.6 | -62.1
2 | COc1ccc(-c2cc(C(=O)O)sc2C)cc1 | -6.1 | -11.4 | 6.5 | -1.7 | 1.7
3 | Cc1cc(Nc2cccc(F)c2)n2nc(C)nc2n1 | 13.4 | -1.3 | 6.2 | -3.8 | 0.5
4 | Cc1cc(=O)n2nc(N3CCC(C(=O)NCc4ccc(F)cc4)CC3)sc2n1 | 2.9 | 9.4 | 1.6 | 0.7 | -0.6
5 | COc1ccc(NC(=O)CN2CCN(C(=S)NC3CCCC3)CC2)cc1 | -0.4 | -3.9 | 4.7 | 0.2 | 14.9
6 | CC(=O)N1CC=CC1(CC(C)C)C(=O)NCc1cc(F)cc(C(F)(F)F)c1 (stereo not given) | -2.1 | 0.1 | -15.7 | 5.2 | 15.2
7 | O=C(Cn1cc(Br)ccc1=O)Nc1ccc2c(c1)OCO2 | 8.7 | 3.3 | -2.9 | 0.2 | 0.2
8 | CC12CCC(=O)C=C1CCC1C2C(O)CC2(C)C1CCC2(O)C(=O)CO (stereo not given) | -15.1 | -15.9 | -6.3 | -3.9 | -0.9

nr | SENP1 inh | SENP8 block-2 | SENP7 block | HKDC1 inhibitor
1 | -1.4 | -12.6 | -2.1 | -3.8
2 | -0.2 | -6.3 | 7.4 | 0.2
3 | 1.3 | 3.2 | -1.8 | -6.1
4 | -2.2 | -10.0 | 11.1 | 1.3
5 | 2.2 | -10.1 | 5.5 | 3.4
6 | -0.9 | -16.7 | 7.9 | -4.2
7 | 0.0 | 9.9 | 7.7 | -5.8
8 | 0.3 | -6.7 | 0.5 | 3.2

Brought forward from above: 5 entries; new compounds follow.
nr | SMILES | PfG6PD inh | SENP6 block | UBC13 inh | beta cell repl | SENP8 block-1
4 | Cc1cc(=O)n2nc(N3CCC(C(=O)NCc4ccc(F)cc4)CC3)sc2n1 | 2.9 | 9.4 | 1.6 | 0.7 | -0.6
5 | COc1ccc(NC(=O)CN2CCN(C(=S)NC3CCCC3)CC2)cc1 | -0.4 | -3.9 | 4.7 | 0.2 | 14.9
6 | CC(=O)N1CC=CC1(CC(C)C)C(=O)NCc1cc(F)cc(C(F)(F)F)c1 (stereo not given) | -2.1 | 0.1 | -15.7 | 5.2 | 15.2
7 | O=C(Cn1cc(Br)ccc1=O)Nc1ccc2c(c1)OCO2 | 8.7 | 3.3 | -2.9 | 0.2 | 0.2
8 | CC12CCC(=O)C=C1CCC1C2C(O)CC2(C)C1CCC2(O)C(=O)CO (stereo not given) | -15.1 | -15.9 | -6.3 | -3.9 | -0.9
9 | CC1CCCCN1CC(O)COCCC12CC3CC(CC(C3)C1)C2 (stereo not given) | 3.8 | -11.4 | 3.0 | -6.3 | 22.5
10 | Cc1cc(C)nc(NS(=O)(=O)c2ccc(NC(=O)c3ccco3)cc2)n1 | -2.7 | -10.1 | -8.9 | -0.8 | 15.2
11 | COc1cc(CCC(=O)OCC(=O)Nc2ncc(Cl)cc2Cl)cc(OC)c1OC | -7.1 | 11.8 | 1.2 | -0.8 | -26.4
12 | COc1cccc(C2C(C#N)=C(N)N(N(C)C)C3=C2C(=O)CC(C)(C)C3)c1 (stereo not given) | 2.0 | 14.9 | 3.6 | 1.6 | -0.5
13 | Cc1cc(=O)n(C2CCS(=O)(=O)C2)[nH]1 (stereo not given) | 1.0 | 12.1 | -9.6 | -0.4 | 24.6
14 | CC(C)N(CCCNC(=O)Cn1c(=O)c2cccn2c2ccccc21)Cc1ccccc1 | 12.1 | 12.7 | 10.2 | 1.7 | -2.0
15 | O=S(=O)(/N=C(/Nc1ccccn1)c1ccc(Cl)cc1)c1ccc(Cl)cc1 | -7.6 | 8.1 | 1.4 | 0.0 | 15.5
16 | COc1ccc(NS(=O)(=O)c2cc3c(cc2C)N(C)CCO3)c(OC)c1 | -8.1 | -20.6 | 5.9 | -1.6 | 5.5

nr | SENP1 inh | SENP8 block-2 | SENP7 block | HKDC1 inhibitor
4 | -2.2 | -10.0 | 11.1 | 1.3
5 | 2.2 | -10.1 | 5.5 | 3.4
6 | -0.9 | -16.7 | 7.9 | -4.2
7 | 0.0 | 9.9 | 7.7 | -5.8
8 | 0.3 | -6.7 | 0.5 | 3.2
9 | 1.9 | -6.3 | -8.0 | 3.1
10 | 3.4 | -10.8 | 15.8 | -5.0
11 | -1.5 | 0.2 | 5.8 | 3.9
12 | 1.4 | 3.9 | -1.0 | -5.1
13 | 2.0 | -9.7 | 0.1 | -5.4
14 | -3.1 | -3.8 | 2.7 | 4.6
15 | 5.6 | -3.5 | 4.4 | 0.3
16 | 2.1 | -5.6 | -8.7 | 2.3

The listing continues:
nr | SMILES | PfG6PD inh | SENP6 block | UBC13 inh | beta cell repl | SENP8 block-1
17 | CC(=O)Nc1ccc(NC(=O)CN(C)CC(=O)Nc2ccccc2Br)cc1 | 4.1 | -2.9 | -2.2 | -1.8 | 3.1
18 | O=C(COC(=O)c1cccnc1)Nc1cccc2ccccc12 | 4.9 | -30.1 | 5.1 | -0.4 | 9.9
19 | O=C(Cn1cnc2ccccc2c1=O)NNC(=O)c1cccc([N+](=O)[O-])c1 | 1.2 | 9.4 | -1.8 | 8.4 | 11.9
20 | COCCN(C(=O)CCC(=O)Nc1nccs1)C(C(=O)NC(C)(C)C)c1ccc(C)cc1 (stereo not given) | 1.3 | -34.6 | 8.2 | -0.9 | 10.3
21 | CC1CN(C(=O)c2cccc(C(=O)N3CC(C)OC(C)C3)c2)CC(C)O1 (stereo not given) | -3.7 | -9.1 | 3.7 | 1.4 | 7.6
22 | CCOC(=O)C1CCN(S(=O)(=O)c2ccc(NC(C)=O)c(Cl)c2)CC1 | -22.8 | 8.2 | -0.5 | -0.9 | 17.1
23 | COc1ccccc1NC(CC(=O)c1ccccc1)C(=O)OCC(=O)c1ccc(C)c(C)c1 (stereo not given) | 22.0 | 12.5 | -6.3 | -5.3 | 25.6
24 | Cc1cc(=O)n(-c2ccc(C(=O)O)cc2)[nH]1 | -1.1 | 5.9 | -34.2 | -0.1 | 20.0

nr | SENP1 inh | SENP8 block-2 | SENP7 block | HKDC1 inhibitor
17 | 1.7 | -6.4 | -1.6 | -6.0
18 | -5.3 | 1.4 | 4.8 | -4.0
19 | 2.3 | 13.8 | -4.1 | 1.3
20 | 0.1 | -3.0 | -4.1 | 2.2
21 | -0.7 | 0.2 | -4.1 | -3.5
22 | -4.6 | 13.7 | -2.2 | 0.7
23 | 2.4 | -10.1 | 1.7 | -15.1
24 | 0.6 | -4.0 | 1.4 | 0.4

Later entries:
nr | SMILES | PfG6PD inh | SENP6 block | UBC13 inh | beta cell repl | SENP8 block-1
25 | N#C/C(=C(/O)c1ccc(Br)s1)c1nc2ccccc2[nH]1 | -4.8 | -5.5 | 11.2 | 0.1 | -22.1
26 | Cc1ccc(NC(=S)N2CCCC(c3nc4ccc(C)cc4[nH]3)C2)c(C)c1 (stereo not given) | -2.5 | 0.6 | 2.7 | -0.1 | 10.6
27 | O=C(CCN1CCN(Cc2ccccc2)CC1)NNC(=O)Nc1cccc(Cl)c1 | -9.9 | -9.5 | 9.4 | 1.3 | 22.6
28 | CCOC(=O)c1c(NC(=O)c2cccnc2)sc(C)c1C | 8.1 | -5.9 | 7.7 | 0.1 | -56.5
29 | c1ccc(-c2nnc3nc(N4CCCCC4)nc(N4CCCCC4)n23)cc1 | 8.2 | x | x | x | -102.4
30 | COc1cc(OC)cc(C(=O)N[C@H](C(=O)Nc2ccc(S(=O)(=O)N(C)C)cc2)C(C)C)c1 | 13.3 | -9.0 | -2.3 | -1.8 | 3.4
31 | COc1cc(OC)cc(C(=O)NCCNC(=O)c2ccco2)c1 | -9.8 | -0.2 | 3.6 | -3.1 | 12.7
32 | O=C(CCC1CCN(C(=O)Cc2c(F)cccc2F)CC1)NC1CC1 | -8.5 | -12.7 | -2.8 | -1.4 | 15.5

nr | SENP1 inh | SENP8 block-2 | SENP7 block | HKDC1 inhibitor
25 | -58.5 | -1.8 | -3.0 | -6.8
26 | -1.6 | -3.7 | 3.9 | -6.2
27 | 0.4 | -0.8 | -5.6 | -4.8
28 | -1.4 | 0.4 | -5.7 | -1.2
29 | 1.8 | x | x | -1.4
30 | -2.0 | 7.5 | 1.4 | -6.8
31 | -0.7 | 0.4 | 1.7 | -1.6
32 | 0.9 | -9.7 | -10.2 | -2.4

New compounds follow.
nr | SMILES | PfG6PD inh | SENP6 block | UBC13 inh | beta cell repl | SENP8 block-1
33 | CCn1c2ccccc2c2nnc(SCC(=O)Nc3cc(C)on3)nc21 | -27.4 | -22.9 | -1.1 | -1.5 | 8.2
34 | O=C(CNC(=O)c1ccc(Oc2ccccc2)cc1)OCc1ccc(Br)cc1 | -4.4 | -1.7 | 2.4 | -1.0 | 7.3
35 | COc1ccc(NC(=O)c2ccccc2NC(=O)CN2CCCCCC2)cc1 | 13.7 | -5.2 | 7.4 | 5.1 | 8.8
36 | COC(=O)c1c(NC(=S)NN2CCOCC2)sc2c1CCCC2 | 16.1 | -30.1 | 19.5 | -4.1 | 9.9
37 | Cc1sc(NC(=O)C2=COCCO2)nc1-c1ccc(F)cc1 | 4.8 | -6.4 | 1.1 | -6.7 | -27.5
38 | Cc1ccc(CNC(=O)CN(c2ccc(C)cc2)S(=O)(=O)c2c(C)nn(C)c2C)cc1 | 6.5 | 11.6 | -4.0 | -1.3 | 10.4
39 | CCO[C@H]1OC(C(=O)N2CCCCCCC2)=C[C@@H](c2ccc(C(F)(F)F)cc2)[C@@H]1CCCO | 19.4 | -17.7 | 4.3 | -5.6 | 9.0
40 | COc1ccccc1N(C)S(=O)(=O)c1ccc(C(=O)N2CCC2)cc1 | 11.6 | -8.0 | 0.7 | 0.2 | 8.7

nr | SENP1 inh | SENP8 block-2 | SENP7 block | HKDC1 inhibitor
33 | 0.7 | 1.9 | -0.3 | -9.6
34 | 1.3 | -1.0 | 10.8 | -6.0
35 | 1.4 | -10.9 | 9.6 | -2.9
36 | -2.8 | -0.4 | 0.3 | 0.3
37 | -12.1 | -22.4 | -13.9 | -1.6
38 | 1.8 | 0.2 | -10.9 | -4.5
39 | 0.6 | -15.6 | -19.9 | -0.1
40 | 1.2 | -0.8 | -8.6 | -6.8

New compounds follow.
nr | SMILES | PfG6PD inh | SENP6 block | UBC13 inh | beta cell repl | SENP8 block-1
41 | CCOc1ccc(C(=O)CCNC(Cc2cnc[nH]2)C(=O)O)cc1 (stereo not given) | 23.6 | -0.2 | 1.3 | -0.5 | 2.3
42 | CC(OC(=O)C1=COCCO1)C(=O)Nc1ncc(Cl)cc1Cl (stereo not given) | 17.0 | 6.4 | -2.7 | 3.7 | 20.9
43 | COc1cc(/C=N/N2CCN(C3c4ccccc4-c4ccccc43)CC2)cc(OC)c1OC | -1.8 | -11.8 | -12.3 | -4.0 | 13.3
44 | O=Nc1c2ccc[nH]c-2c2ccc([N+](=O)[O-])cc12 | -13.7 | -14.6 | -11.6 | 1.5 | 19.0
45 | COc1cc(NC(=O)Cn2cnc(S(=O)(=O)N3CCOCC3)c2)cc(OC)c1OC | -8.8 | 12.7 | -5.9 | -0.6 | 9.7

nr | SENP1 inh | SENP8 block-2 | SENP7 block | HKDC1 inhibitor
41 | -12.2 | 8.5 | 0.3 | -10.3
42 | 1.9 | 3.7 | 1.5 | -2.5
43 | -0.1 | -12.6 | -7.5 | 11.5
44 | 1.2 | 1.5 | -7.3 | -7.4
45 | 1.1 | 0.8 | 5.7 | -7.1

Bioassay records (PubChem BioAssay)
